HT1080 IDH1KD tx: toxicity to HT-1080 IDH1 knockdown cells (counter line) | HT-1080 IDH1 knockdown viability, ATP luminescence, 48 h | Potency, µM (highest dose often 46.1 µM), without a hit: top-dose activity, negative = toxicity, usual class: cytotoxic | actives 2% (n = 360,000);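 further: 0% = DMSO wells and -100% = cell-free medium wells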
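IDH1KD HT-1080 cells, 750/well, RPMI + 5% FBS; compound pinned after 2 h settling; 48 h, 37 °C; CellTiter-Glo luminescence; % activity normalised to DMSO and no-cell wells; curves fitted, classed by r2 and efficacy.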
KB-3-1 cytotox: KB-3-1 parental cell cytotoxicity; AID 1347075; actives 1.4% (n = 400,000); KB-3-1 viability, CellTiter-Glo ATP luminescence, 72 h; Potency, µM (titrated, usually from 46.1 µM), inactives show at the top dose activity change, negative = cytotoxic, hits mostly cytotoxic; further: on the % scale 0 is the no-effect control and ±100 the full control effect; nearly all actives have a fitted effect of over 60% in size
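Screening of KB-3-1 cells (DMEM, 10% FBS, phenol-red free) ran from lowest to highest compound concentration; after 72 h at 37 °C viability was read luminescently and curves fitted.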
GLP1R cytotox: cytotoxic in the GLP-1 receptor inverse agonist counter-screen; Potency, µM (highest dose often 38.3 µM), inactives show at the top dose activity change, negative = inhibition, most hits filed as inhibitors; actives 0.13% (n = 410,000); HEK293 cAMP-luciferase reporter cells, luminescence, 24 h;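 further: loss of luciferase light is scored as toxicity; on the % scale 0 is the no-effect control and ±100 the full control effect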
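Here, cytotoxicity is scored as loss of luminescence. The MLSMR collection was tested on cells seeded in medium containing 10% Nu serum, with a 24 hr compound exposure preceded by 12 hours of culture.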
HT1080-NT tox: kills 2HG-producing HT-1080-NT fibrosarcoma cells | Potency, µM (titrated, usually from 46.1 µM), for inactives: top-dose activity, negative = less viability, hits mostly cytotoxic | HT-1080-NT fibrosarcoma viability, CellTiter-Glo ATP luminescence, 48 h | actives 1.6% (n = 360,000);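 further: NT is the 2HG producing partner of a matched IDH1 knockdown line; 0% = DMSO-treated cells and -100% = media-only wells without cells; nearly all actives have a fitted effect of over 55% in size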
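Viability of the 2HG-overproducing fibrosarcoma line after 48 hours of compound exposure at 37 degrees C was determined by luminescence with CellTiter-Glo, and concentration-effect curves were then fitted and categorized.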
GLP1R ag: activates the human GLP-1 receptor. Potency, µM (doses to about 45.6 µM), for the others: top-dose activation, usual class: activators. AID 624172. actives 0.007% (n = 380,000). HEK293 GLP-1R CRE-luciferase, luminescence, 4-6 h; cells express a hypersensitive GLP-1R form. P43220; further: % of control where 0% means no effect
Target sequence (P43220 whole entry, looked up): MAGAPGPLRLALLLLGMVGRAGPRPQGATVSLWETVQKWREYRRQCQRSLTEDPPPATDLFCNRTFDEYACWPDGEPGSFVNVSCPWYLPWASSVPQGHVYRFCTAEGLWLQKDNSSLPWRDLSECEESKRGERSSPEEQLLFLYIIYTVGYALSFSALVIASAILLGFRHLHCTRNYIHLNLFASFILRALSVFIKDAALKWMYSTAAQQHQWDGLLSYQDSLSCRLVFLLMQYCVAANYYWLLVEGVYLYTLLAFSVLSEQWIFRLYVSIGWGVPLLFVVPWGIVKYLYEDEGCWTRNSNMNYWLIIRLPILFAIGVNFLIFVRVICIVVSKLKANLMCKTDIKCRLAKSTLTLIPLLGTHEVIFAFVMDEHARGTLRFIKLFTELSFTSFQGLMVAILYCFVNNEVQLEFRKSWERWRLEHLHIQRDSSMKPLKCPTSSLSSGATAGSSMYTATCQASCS
SW480 rereplic: inducers of DNA re-replication in SW480 colon cancer cells. SW480 DNA re-replication, Hoechst DNA content imaging, 48 h. Potency, µM (titrated, usually from 46.1 µM), for inactives: top-dose re-replication activation, usual class: activators. actives 1.8% (n = 340,000). AID 624297; further: % of control where 0% means no effect; nearly all actives have a fitted effect of over 55% in size
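Readout is total intensity of Hoechst-stained nuclei, excited at 405 nm and collected at 500-530 nm. Compound treatment lasted 48 hr at 37 C in 5% CO2 before staining.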
KB-V1 MDR tox: KB-V1 MDR subline cytotoxicity. AID 1347076. actives 3.4% (n = 400,000). Potency, µM (titrated, usually from 46.1 µM), without a hit: at the highest dose activity change, negative = cytotoxicity, hits mostly cytotoxic. KB-V1 MDR cells viability, CellTiter-Glo, 72 h; further: on the % scale 0 is the no-effect control and ±100 the full control effect; nearly all actives have a fitted effect of over 60% in size
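KB-V1, DMEM (no phenol red) + 10% FBS; cpd pin-transferred, titration series; 72 h, 37 degrees C; CellTiter-Glo, luminescence. Data normalized, curve-fit.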
TDP43 rescue: inhibitors of TDP-43 toxicity in yeast; TDP-43 expressing yeast growth rescue, BacTiter-Glo, 24 h; Potency, µM (titrated, usually from 46.1 µM), inactives show top-dose growth rescue (activation), actives largely listed as activators; actives 1.8% (n = 410,000); AID 652104; further: % of control where 0% means no effect; nearly all actives have a fitted effect of over 50% in size
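Yeast expressing TDP-43 (pregrown in raffinose, seeded at OD600=0.02 in galactose medium) exposed to compounds 24 hr at 30 deg C. Growth read by BacTiter-Glo luminescence; rescue of toxicity appears as increased signal.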
GLP-1R inv ag: inverse agonists of human GLP-1 receptor; P43220; HEK293 GLP-1R CRE-luciferase, luminescence, 24 h; GLP-1R form is constitutively active; Potency, µM (series often up to 38.3 µM), for the others: at the highest dose activity change, negative = inhibition, usual class: inhibitors; actives 1.6% (n = 410,000); further: on the % scale 0 is the no-effect control and ±100 the full control effect; nearly all actives have a fitted effect of over 55% in size
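qHTS in 1536-well format: reporter HEK293 cells expressing constitutive GLP-1R activity in DMEM + 10% Nu serum, 24 hr with compounds at 37 deg C, luminescence read after 12 min with detection reagent.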
The depositor's hits bear a star; ? = inconclusive; / = no result given; & = joins results of further samples; [ ] = remark or other dose. The call rests on the fitted dose curve; in most records, active means well fitted curve in the direction sought with a large enough effect; inconclusive means small, poorly fitted or top-dose-only effect, or another doubt; inactive means no such curve, though single readings can be large; an effect the other way counts as inactive or inconclusive. Potency means the concentration at half of the fitted maximal effect.

Molecule | HT1080-NT tox | GLP-1R inv ag | GLP1R cytotox | KB-3-1 cytotox | SW480 rereplic | HT1080 IDH1KD tx | KB-V1 MDR tox | GLP1R ag | TDP43 rescue
CCN1CCN(C(c2cccs2)C(C)NC(=O)C(C)C)CC1 (stereo not drawn) | 0% | 7% | 2% | 0% | -11% | 1% | -3% | -2% | 5%
Cc1cc(NC(=O)c2cc(C(C)C)on2)nn1Cc1ccc(Cl)cc1 | -15% | ? | 0% | ? | -2% | -1% | -15% | 19% | 8%
CCCCNC(=O)C1CCN(S(=O)(=O)N2CCCCCC2)CC1 | -2% | 0% | 3%[1.53 µM] | -6% | 0% | -5% | ? | 0% | -21%
O=C(c1cnn(C(=O)c2cccc(S(=O)(=O)N3CCOCC3)c2)c1)c1ccccc1O | 3% | 6%[7.66 µM] | 13%[7.66 µM] | -15% | -3% | 9% | 1% | -3% | 19%
Cc1cc(SCC(=O)Nc2ccc3[nH]c(=O)[nH]c3c2)nc2ccccc12 | -7% | 32%[activator] | -2% | 0% | 16% | ? | -12% | 9% | -23%
Cc1ccc(CNC(C)(C)CO)cc1 | -10% | 28% | 46%[activator] | -2% | ? | -4% | 0% | 1% | 6%
COc1c(C)cc(S(=O)(=O)N2CCCC2)c(C)c1C | 2% | -4% | 5% | -1% | -8% | -2% | 23µM* | 4% | -5%
Cn1cc([N+](=O)[O-])c(C(=O)Nc2sc3c(c2C#N)CCC3)n1 | ? | 7% | ? | ? | ? | -5% | ? | -3% | 29%
O=C(NCC1CC1)c1onc(CSc2ccncc2)c1C(=O)NCC1CC1 | -7% | 6% | 8% | 0% | -7% | 3% | -1% | -2% | -29%
O=C(Oc1coc(CSc2ncccn2)cc1=O)c1ccc(Br)o1 | -1% | -11% | -8% | 14% | -3% | -17% | 28% | 3% | -11%
O=C(c1ccco1)N1CCN(C(=S)Nc2ccc(F)c(Cl)c2)CC1 | ? | ? | -11% | 3% | 20% | -19% | 10% | -3% | 13%
COc1cccc(-c2cc(C(=O)N3CCN(c4ccc(F)cc4)CC3)no2)c1 | 4% | -11%&6% | -4%&-4% | 0%&6% | -19% | 7% | 12%&36% | 7% | 0%&15%
Cc1ccc(NC(=O)C2C3CCC(O3)C2C(=O)O)c(Br)c1 (stereo not drawn) | -1% | -18% | -9% | 10% | ? | -27% | 16% | 9% | 7%
COC(=O)c1cc(NC(=O)CC2SCCNC2=O)cc(C(=O)OC)c1 (stereo not drawn) | 0% | -2% | 10% | 9% | -10% | -4% | 18% | -8% | 9%
COc1ccc(Cl)cc1S(=O)(=O)n1ccnc1 | 25% | 9% | 5% | 0% | -2%[9.22 µM] | 5% | 0% | -15% | 15%
O=C(NCCCn1ccnc1)/C(=C/c1ccccc1)NC(=O)c1ccccc1 | -7% | -17% | -2% | -4% | -8% | -7% | -4% | 5% | 4%[9.22 µM]
CCc1ccc(S(=O)(=O)Nc2nccs2)cc1 | -2% | -9% | -6% | -7% | -1% | -1% | -5% | 3% | -10%
Cc1cccnc1CN1CCN(C(=O)c2cc(COc3ccc4ncccc4c3)on2)CC1 | -6% | -7% | 2% | ? | 3% | ? | 6.5µM* | 4% | 15%
CCOc1ccc(NC(=O)CSc2nnc(Cc3ccccc3)c(=O)n2N)cc1 | -1% | 3% | -2% | 8% | -3% | -3% | -9% | 0% | -14%
CCN(CC)S(=O)(=O)c1cccc(NC(=O)c2ccc(-n3nc(C)cc3C)cc2)c1 | -6% | ? | ? | ? | -25% | 0% | 2.9µM* | -9% | 24%
CCn1nnc(NC(=O)COc2ccc([N+](=O)[O-])cc2)n1 | -13% | 12% | -1% | -12% | -6% | -7% | 3% | 1% | 7%
O=C(N/N=C/c1c(O)n(-c2ccccc2Cl)c(=O)c2ccccc12)C1COc2ccccc2O1 (stereo not drawn) | ? | ? | 4%[1.53 µM] | ? | ? | ? | ? | -16% | 26%
COC(=O)c1ccccc1NC(=O)c1cc2c(-c3ccc(OC)c(OC)c3)nn(C)c2s1 | / | -3% | -3% | 8% | / | / | 6% | / | 22%
COc1ccc(N2CCN(C(=O)Cc3ccc(-n4c(=O)[nH]c5ccccc5c4=O)cc3)CC2)cc1 | -23% | -21% | -16% | 8% | -2% | -3% | 2% | -7% | 9%
O=C(c1cnccn1)N(Cc1ccco1)C1(C(=O)NC2CCCC2)CCCCC1 | 12% | 1% | -5% | -11% | -2% | 9% | -13% | -7% | -6%
CCCCC(CC)CNC(=O)C(=O)C1C(=O)Nc2ccccc21 (stereo not drawn) | -21% | ? | -12% | 14% | -5% | -20% | 0% | 0% | -17%[0.397 µM]
Fc1ccc(-c2csc3ncnc(N4CCN(c5ccccc5)CC4)c23)cc1 | -10% | 13µM* | 2% | 10% | ? | -15% | ? | 13% | ?
CC1C(=O)N(Cc2cn(CC3CCCCC3)nn2)CCS(=O)(=O)N1Cc1ccc(-c2ccccc2)cc1 (stereo not drawn) | ? | ? | -2% | ? | / | ? | ? | -2% | 2%
CN1CCC(OC(=O)c2cccc(Br)c2)CC1 | -1% | -43% | 3% | 2% | -6% | -2% | -17% | 11% | 2%
CCOc1c(CNc2nnnn2C)cccc1OC | 11% | 1% | -5% | -6% | -8% | 13% | 21% | 0% | -8%
CN(C)c1ccc(C(CNS(=O)(=O)c2ccc3ccccc3c2)N2CCOCC2)cc1 (stereo not drawn) | 0% | 9% | -9% | -2% | 1% | 3% | -23% | 12% | -3%
COc1ccc2oc(=O)c(C(=O)NCc3ccc4c(c3)OCO4)cc2c1 | -3% | 8% | -15% | 0% | -1% | -11% | -29% | -11% | -7%
Cn1c(NCc2ccco2)nc2c1c(=O)n(Cc1ccc(Cl)cc1)c(=O)n2C | -23% | -9% | 2% | ? | 1% | -18% | ? | -1% | -22%
COc1nc(-c2ccccc2)ccc1-c1noc(-c2cccnc2)n1 | 9%[9.24 µM] | 0% | 5% | -17% | -2% | -1% | -15% | 3% | -11%
Cc1c(Cl)c(C(F)(F)F)nn1CC(=O)NCc1ccccc1 | -24% | 0% | 17% | 1% | 4% | ? | -21% | -1% | -4%
CC(=O)Nc1cccc(-c2ccnc3c2CC(C)(C(=O)NCc2ccccc2)O3)c1 (stereo not drawn) | ? | ? | -33% | 2.9µM* | / | 0.65µM* | 16µM* | 11% | 18%
O=C(COC(=O)/C=C/c1ccccc1)NCc1ccccc1Cl | -1% | -6% | -6% | -11% | -11% | 1% | 1% | 15% | 0%
Cc1cccc(NC(=S)NCC(c2cccnc2)N(C)C)c1 (stereo not drawn) | 22% | 0% | 3% | 11% | -2% | 27% | -26% | -4% | 8%
Cc1ccc(S(=O)(=O)CCC(=O)Nc2nc(-c3ccncc3)cs2)cc1 | 1% | -20% | 2% | -7% | -8% | -2% | ? | -2% | 5%
Cc1nc(S/C(=C/c2ccc(-c3ccc(C(=O)O)cc3)o2)C(=O)O)n[nH]1 | -1% | -1% | -20% | 1% | -15% | 7% | -1% | -5% | ?
COc1ccc(Cn2c(-c3ccc(C)cc3)nc3c(c(=O)c4ccccc4n3C)c2=O)cc1 | ? | 3% | -9% | -23% | -6% | ? | ? | -3% | -26%
O=C(Cc1c[nH]c2ccccc12)N[C@@H](Cc1c[nH]c2ccccc12)C(=O)O | -2% | 7% | -11% | -3% | -10% | 8% | 23% | -4% | -10%
CCOC(=O)c1ccc(-n2c(CCC(=O)O)ccc2-c2cccs2)cc1 | -11% | -14% | -2% | -8% | ? | ? | 0% | 16% | 26%
CCOc1ccnc2c1c(=O)n(Cc1cc(OC)cc(OC)c1)c(=O)n2C | -8% | 69%[activator] | 0% | 3% | 13% | -1% | -13% | 6% | 21%
O=C(Cc1ccc(F)cc1)Oc1ccc(C(=S)N2CCCC2)cc1 | 5% | 6% | 1%[1.53 µM] | -1% | -3% | 10% | -2% | -8% | 0%
CC(C(=O)O/N=C(\N)c1ccccn1)c1ccc([N+](=O)[O-])cc1 (stereo not drawn) | 1% | -12% | -6% | -3% | -7% | -2% | -2% | 12% | ?
COc1ccc(NC(=O)Nc2ccc3c(c2)C(=O)N([C@@H](C)CO)C[C@@H](C)[C@@H](CN(C)S(=O)(=O)c2cccs2)O3)cc1 | -6% | -11% | -7% | -13% | ? | -4% | -7% | 7% | 6%
C=CCn1c(SCC(=O)NC(=O)NC)nnc1C1CCCCC1 | 3% | -6% | -2% | -10% | -4% | 15% | -1% | 6% | 10%
Cc1nc2cc(C)c(C)cc2o1 | 8% | 21% | 5% | -4% | 2% | 9% | 7% | 3% | 1%
Nc1c(-c2ccc(F)cc2)nc2ncccn12 | 21% | 5% | -7% | -4% | / | 16% | -8% | / | ?
O=C(Nc1cnc2ccccc2c1)c1cccnc1 | -22% | ? | -5% | ? | -7% | ? | -2% | -7% | -8%

Three structures out of the list, ordered by molecular weight, rising.
Molecule | HT1080-NT tox | GLP-1R inv ag | GLP1R cytotox | KB-3-1 cytotox | SW480 rereplic | HT1080 IDH1KD tx | KB-V1 MDR tox | GLP1R ag | TDP43 rescue
CCCCC(CC)CNC(=O)C(=O)C1C(=O)Nc2ccccc21 (stereo not drawn) | -21% | ? | -12% | 14% | -5% | -20% | 0% | 0% | -17%[0.397 µM]
O=C(Cc1ccc(F)cc1)Oc1ccc(C(=S)N2CCCC2)cc1 | 5% | 6% | 1%[1.53 µM] | -1% | -3% | 10% | -2% | -8% | 0%
Cc1ccc(S(=O)(=O)CCC(=O)Nc2nc(-c3ccncc3)cs2)cc1 | 1% | -20% | 2% | -7% | -8% | -2% | ? | -2% | 5%

Assay outcomes as filed in PubChem.
